# From PubChem BioAssay
# mcGAS lum: cyclic GMP-AMP synthase inhibitors, mouse, primary biochemical chemiluminescence; Q8C6L5; inhibition, % at 12.5 µM; hit rate 0.15% among 160,000; recombinant cGAS, Kinase-Glo ATP depletion luminescence;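 note: 0% = negative control wells and 100% = reference inhibitor with no enzyme activity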
# NPYLR7 ag: agonists of mosquito NPYLR7 receptor, primary screen, cell-based, Aedes aegypti, calcium fluorescence, mosquito biting behavior; Aedes aegypti neuropeptide Y-like receptor 7 (NPYLR7); HEK293T NPYLR7/Galpha15, GCaMP6s calcium fluorescence; activation, % at 10 µM; hit rate 0.15% among 270,000; AID 1259423, 2018; in the data active = activation above about 40%;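 note: 0% = vehicle and 100% = reference agonist at the receptor; some compounds past the cut are filed as inactive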
# hcGAS lum: Primary biochemical luminescence assay for human cyclic GMP-AMP synthase inhibitors; recombinant h-cGAS, ATP depletion, Kinase-Glo luminescence; hit rate 0.081% among 290,000; inhibition, % at 12.5 µM;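 note: 0% = vehicle reaction and 100% = reaction without DNA for no activity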
# Target sequence (Q8N884 whole entry, looked up): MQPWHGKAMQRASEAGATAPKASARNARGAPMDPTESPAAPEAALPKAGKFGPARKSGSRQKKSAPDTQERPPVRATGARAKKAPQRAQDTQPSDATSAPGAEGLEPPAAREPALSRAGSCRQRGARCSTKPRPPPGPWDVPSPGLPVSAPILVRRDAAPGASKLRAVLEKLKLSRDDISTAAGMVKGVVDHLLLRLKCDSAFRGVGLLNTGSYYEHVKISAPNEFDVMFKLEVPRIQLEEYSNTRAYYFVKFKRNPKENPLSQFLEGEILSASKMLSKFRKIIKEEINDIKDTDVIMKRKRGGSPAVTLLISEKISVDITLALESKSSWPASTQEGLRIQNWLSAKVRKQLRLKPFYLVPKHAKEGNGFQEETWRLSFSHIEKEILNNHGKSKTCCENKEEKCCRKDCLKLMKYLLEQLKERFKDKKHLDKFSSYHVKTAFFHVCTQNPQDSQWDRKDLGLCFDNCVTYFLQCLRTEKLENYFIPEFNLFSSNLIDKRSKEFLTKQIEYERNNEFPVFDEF
# Active calls of the source: *; x = not tested or not shown; & = joins results of further samples. Cut-off read from the data, not from the text of the source, unless noted: active = inhibition above about 40%; inactive = the rest. Hits appear at their usual frequency. About 0.27% of those tested had a hit in this group.
# Values run as follows: NPYLR7 ag | mcGAS lum | hcGAS lum
Cc1ncccc1C(=O)N1CCCC(CNC(=O)c2ccc(-c3ccccc3)cc2)C1 (configuration not stated)
    8&16 | -11&-3 | -7&-6
CC(=O)C1=C(O)C=C(c2ccco2)CC1c1ccco1 (configuration not stated)
    4 | x | 0
CCC(NCc1cn(-c2ccc(F)cc2)nc1-c1ccccc1Cl)c1ccncc1 (configuration not stated)
    14 | -7 | -6
Cc1ccn2c(=O)nc(SCC(=O)Nc3cccc(C)c3C)nc2c1
    2 | -8 | -8
CC(C)(O)C#Cc1ccc(-c2nccn2CCc2cnc[nH]2)s1
    3 | x | -7
COc1cc(C(O)c2nc(-c3ccoc3)cs2)ccc1F (configuration not stated)
    8 | x | -9
O=C(CCC1CCCCC1)NC1=NCCS1
    2 | x | 0
Cn1ccc(C(=O)N(CCCN2CCOCC2)c2nc3c(F)cc(F)cc3s2)n1
    x | -6 | -9
c1ccc(-c2nc3c(c(NC4CCCNC4)n2)CCC3)cc1 (configuration not stated)
    -3 | x | -7
Cc1ccn2c(NC(=O)C(C)C)c(-c3ccc(Cl)cc3)nc2c1
    -3 | -4 | -2

# Reformatted: 4 of the compounds above.
SMILES	NPYLR7 ag	mcGAS lum	hcGAS lum
CCC(NCc1cn(-c2ccc(F)cc2)nc1-c1ccccc1Cl)c1ccncc1 (configuration not stated)	14	-7	-6
c1ccc(-c2nc3c(c(NC4CCCNC4)n2)CCC3)cc1 (configuration not stated)	-3	x	-7
O=C(CCC1CCCCC1)NC1=NCCS1	2	x	0
COc1cc(C(O)c2nc(-c3ccoc3)cs2)ccc1F (configuration not stated)	8	x	-9

# Remaining list, next part:
# Values run as follows: NPYLR7 ag | mcGAS lum | hcGAS lum
CCCc1cc(C(=O)N2CCC(C(=O)O)CC2)n[nH]1
    -8 | x | -2
COc1ccc(C(=O)N2CCN(c3cc(Oc4ccccc4Cl)ncn3)CC2)cc1
    13 | -3 | -4
O=C(c1ccco1)N1C[C@H]2OC(=O)N(CCCN3CCOCC3)[C@H]2C1
    -4 | -15 | -8
CC(C)c1noc(CN(C)C2CCN(C(=O)c3cccs3)CC2)n1
    6 | x | -3
COC[C@H](Cc1ccccc1)NC(=O)c1cccnc1Oc1ccc(Cl)cc1
    2 | -4 | -6
Cc1sc2nc(SCC(=O)NC(C)C(C)C)n(C3CCCC3)c(=O)c2c1C (configuration not stated)
    1 | x | -2
CCn1c(=NC(=O)c2ccc3ncsc3c2)sc2cccc(OC)c21
    3 | x | -5
NC(=O)CN1CCC=C(CNC(=O)COc2ccccc2)C1
    -6 | x | -1
COc1cc(OC)cc(C(=O)OCCN(C2=NS(=O)(=O)c3ccccc32)c2ccccc2OC)c1
    11 | -5 | -5
CCO[C@H]1COC[C@@H]1NC(=O)Cc1c(C)nc(N)nc1C
    x | 1 | 4
Cc1ccccc1CN1N=NC2C(=O)N(c3ccc(Cl)cc3)C(=O)C21 (configuration not stated)
    9 | -5 | 0
Cc1cc2n(n1)CC(CNCc1c(C)noc1C)CN2 (configuration not stated)
    5 | x | 6
C1CCc2sc(NC3CCCC3)nc2C1
    2 | x | 2
CCOC(=O)C1C(=O)C=C(c2cccs2)CC1c1ccccc1OC (configuration not stated)
    12 | -2 | -2
O=C(COc1ccccc1)NCCCn1nc(-c2ccccc2)ccc1=O
    -1 | x | 0
CC(On1nnc2ccccc21)C(=O)Nc1ccc(C#N)cc1 (configuration not stated)
    13 | -5 | -15
COc1cc(NC(=O)c2c(C)oc3c2C(=O)CCC3)ccc1NC(=O)CC(C)C
    -2 | -15 | -4
CCC(=O)Nc1ccc(S(=O)(=O)NCCn2nc(-c3ccco3)ccc2=O)cc1
    4 | 0 | 9
COC(=O)NN=CC1=CCC2CC1C2(C)C (configuration not stated)
    6 | -3 | -3
CCC(C)N(Cc1ccc(C(C)(C)O)o1)Cc1ccccc1OC (configuration not stated)
    13 | -4 | -8
CN[C@@H](C)C(=O)N[C@H]1CN(C(=O)CC(C)C)CC[C@H]2CC[C@@H](C(=O)NC(c3ccccc3)c3ccccc3)N2C1=O
    14 | -7 | -1
CCOC(=O)c1c[nH]c2ccc(F)cc2c1=O
    1 | x | -7
Cc1ccc(OCc2ccc(-c3nc(C#N)c(N4CCN(C)CC4)o3)o2)cc1
    0 | -9 | -7
O=C(NCCc1ccccc1)C1CCCN(C2CCN(c3ncnc4[nH]ccc34)CC2)C1 (configuration not stated)
    6 | -15 | -6
CCOC(=O)C1=C(C)N=c2s/c(=C\c3cccc(OCC(=O)O)c3)c(=O)n2C1c1ccccc1 (configuration not stated)
    -12 | 10 | 4
N#Cc1c(-c2ccccc2Cl)c(C#N)c2nc3ccccc3n2c1N
    1 | x | 17
O=C(c1ccc(Cl)nc1)N(Cc1nc2cc(Cl)ccc2o1)C1CC1
    3 | -6 | -8
Cc1cc2nc(-c3cccc(NC(=O)c4ccccc4[N+](=O)[O-])c3)oc2cc1C
    5 | -6 | 0
Cc1ccccc1OC1CN(C(=O)c2ccc3[nH]c(=O)[nH]c3c2)C1
    7 | x | -8
COc1cc(OC)nc(C(NC(=O)C2CCN(Cc3ccccc3F)CC2)c2ccc(F)cc2)n1 (configuration not stated)
    7 | -5 | -5

# In a second layout: results already given
compound	NPYLR7 ag	mcGAS lum	hcGAS lum
Cc1ccccc1OC1CN(C(=O)c2ccc3[nH]c(=O)[nH]c3c2)C1	7	x	-8
COc1cc(OC)nc(C(NC(=O)C2CCN(Cc3ccccc3F)CC2)c2ccc(F)cc2)n1 (configuration not stated)	7	-5	-5

# (next part)
# Values run as follows: NPYLR7 ag | mcGAS lum | hcGAS lum
O=C(CN1CCCN(C(=O)C2CCCO2)CC1)NCCc1ccc(F)cc1 (configuration not stated)
    26 | -8 | -5
COC(=O)c1ccc(NC(=O)c2cccn(OCc3cccc([N+](=O)[O-])c3)c2=O)cc1
    8 | -9 | -7
Cc1cc(C(=O)N2CCCC2C(=O)Nc2ccc(-c3cccc(F)c3)cc2)no1 (configuration not stated)
    19 | -14 | -12
Oc1oc(-c2ccc(Br)cc2)nc1C=Nc1ccccc1Cl
    -2 | x | 0
Cc1cc(C)n2nc(C(=O)N3CCc4c(c(C(=O)N5CCOCC5)nn4CCC(C)C)C3)cc2n1
    10 | -16 | -3
Cc1ccc(C(=O)N(CC(=O)Nc2nc(CC(=O)N3CCN(c4ccc([N+](=O)[O-])cc4)CC3)cs2)C(C)C)cc1
    -6 | 1 | 2
CC(C)C(O)c1c(Cl)cccc1Cl (configuration not stated)
    -4 | -16 | -8
O=c1c2cnc3nc(C(F)(F)F)nn3c2ccn1CCCN1CCOCC1
    -3 | x | 1
Cc1nnc(-c2cccc(NC(=O)C3CCN(C(=O)C4CC=CCC4)CC3)c2)s1 (configuration not stated)
    -5 | -4 | -6
CCCOC1CCCN(C(=O)c2ccc(OC3CCN(Cc4ccccn4)CC3)cc2)C1 (configuration not stated)
    6 | x | -7
Cc1cc(F)ccc1Oc1cc(N2CCN(C(=O)Cc3ccc(F)cc3)C(C)C2)ncn1 (configuration not stated)
    -2 | 1 | 2
O=C(CN(CCCN1CCOCC1)C(=O)c1ccc(Cl)c(Cl)c1)N(Cc1ccccc1)Cc1ccco1
    0 | -4 | 2
COC(=O)c1ccc(Cn2c(C)c(C(=O)NCCC#N)sc2=O)o1
    11 | x | -8
CSc1ccc(/C=C2N=C(/C=C/c3ccc(Cl)cc3)OC/2=O)cc1
    -11 | 0 | -1
CC(Oc1ccc(Cl)cc1Cl)C(=O)NC(c1cccc(F)c1)c1nccn1C (configuration not stated)
    3 | -2 | 0
Cc1nc(C)c(C(=O)NC2CCCCCCCCCCC2)s1
    x | -2 | -11
CCCCCCn1c(Br)nc2c1c(=O)n(C)c(=O)n2C
    2 | -5 | -4
CC1CN(c2ncnc3sccc23)C(c2ccccc2)CO1 (configuration not stated)
    2 | x | -2
CN(CC(=O)Nc1ccnn1C1CCCCC1)S(=O)(=O)c1cccs1
    10 | x | -8
CC(=O)Cc1nsc(N(C)C(=O)/C=C/c2ccc(C)o2)n1
    7 | -9 | -5

# As entered above:
# CCCCCCn1c(Br)nc2c1c(=O)n(C)c(=O)n2C – hcGAS lum: -4
# Cc1nc(C)c(C(=O)NC2CCCCCCCCCCC2)s1 – mcGAS lum: -2
# COC(=O)c1ccc(Cn2c(C)c(C(=O)NCCC#N)sc2=O)o1 – hcGAS lum: -8
# CC1CN(c2ncnc3sccc23)C(c2ccccc2)CO1 (configuration not stated) – hcGAS lum: -2

# Additional structures follow:
# Values run as follows: NPYLR7 ag | mcGAS lum | hcGAS lum
CCOC(=O)NC(=S)c1ccc[nH]1
    3 | x | -9
COCCNc1nnc(SC(C)C(=O)Nc2cccc([N+](=O)[O-])c2)s1 (configuration not stated)
    -7 | x | 3
CCc1ccc(S(=O)(=O)N(CC(=O)NC2CC2)C2CC2)cc1
    10 | x | -12
Cc1ccc(NC(C)(C)C(=O)NC[C@@H]2CCNC[C@H]2O)cc1
    3 | -8 | -4
COC(=O)c1ccc(CSC2=NN3CCS(=O)(=O)N=C3S2)cc1
    6 | x | -4
OC(COc1ccc(Br)cc1)CN1CCN(CC(O)COc2ccc(Br)cc2)CC1 (configuration not stated)
    1 | x | -12
Cc1ccccc1C(NC(=O)Cn1[nH]c(=O)ccc1=O)c1ccncc1 (configuration not stated)
    1 | -10 | -1
CCOC(=O)c1c(NC(=O)CCl)sc2c1CCN(CC)C2
    -6 | -7 | -6
COc1ccc(OC)c(-n2cnnc2C(C)n2cccn2)c1 (configuration not stated)
    16 | x | -3
CCOC(=O)c1[nH]ncc1CN1CCCC(N(C)CCc2ccc(OC)c(OC)c2)C1 (configuration not stated)
    6 | x | -10
Cc1ccc(C(=O)N2CCN(S(=O)(=O)c3ccc4ccccc4c3)CC2)s1
    -1 | -7 | -5
CCCc1nc(N2CCN(C(C)=O)CC2)c2c(-c3ccccc3)noc2n1
    1 | -3 | -4
c1cc(Cn2ccnc2C2CCCC2)c2cc[nH]c2c1
    -7 | -6 | 1
CC(C)CN(Cc1c(-c2ccccc2)nn(C)c1N(C)C)CC(O)Cc1ccccc1 (configuration not stated)
    -4 | -6 | -2
CCn1cccc(-c2nnc(SCC(=O)Nc3nccs3)n2C)c1=O
    3 | x | -11
COc1cccc(CS(=O)(=O)NCCc2ccc(N(C)C)cc2)c1
    10 | x | -7
O=C(Nc1cccc(Br)c1)N1CCSC1c1cccc(Oc2ccccc2)c1 (configuration not stated)
    -3 | -4 | -3
Cc1cccc(Cc2nc3c(c(N4CCOCC4)n2)CN(C(=O)CCl)CC3)c1
    19 | -4 | -9
Cc1nc(N2CCOCC2)ccc1NC(=O)c1ccc(OCC(N)=O)cc1
    0 | x | -5
COCCOc1nc(-c2cccc(C(F)(F)F)c2)n(-c2ccc(NC(=O)c3ccccc3Br)cc2)n1
    5 | -4 | -1
Cc1cc(C(=O)NC2(CN3CCOCC3)CCCC2)n[nH]1
    10 | x | -9
CCOC(=O)C1C(=O)C=C(c2cccs2)CC1c1ccccc1 (configuration not stated)
    8 | -7 | -9
O=C(c1ccco1)N(CCN1CCOCC1)c1nc2c(Cl)cccc2s1
    -4 | x | -1
O=C(c1ccccc1)c1ccc2c3c(cccc13)C(=O)N(c1ccccc1)C2=O
    -15 | 1 | 4
O=C(NCCC1=CCCCC1)c1cn(CCc2ccccc2)nn1
    x | -11 | -5
CCOC(=O)CC(=O)N1CCSC1COc1ccccc1OC (configuration not stated)
    8 | x | -5
O=C(C1CCN(C2CCN(Cc3ccccc3-c3ccco3)CC2)CC1)N1CCCC1
    3&6 | x | -3&-5
Cc1nc(C)c(CC(=O)NC2CC(=O)N(C3CCCCCC3)C2)c(=O)[nH]1 (configuration not stated)
    9 | -16 | -1
Nc1cc([N+](=O)[O-])ccc1Nc1ccccc1
    6 | x | -10
Cc1cc(CN2CCC(c3cc(Cc4ccccc4)[nH]n3)CC2)n[nH]1
    30 | -12 | -6
COc1ccc(C(=O)N2CCCC2C(=O)Nc2nnc(-c3ccc(Br)cc3)s2)cc1 (configuration not stated)
    21 | -5 | -2
Cn1c(C(=O)N2CCCC3(CC2)CNC(=O)O3)ccc1-c1ccccc1 (configuration not stated)
    2 | x | -5
CCCCN1CCCCC1(C)C(=O)NCc1ccc2c(c1)OCO2 (configuration not stated)
    3 | -9 | -10
CC(=O)c1ccc(NC(=O)c2cccn(OCc3ccc(F)cc3)c2=O)cc1
    11 | -2 | 0
Cc1c(C(=O)NCCCN2CCCCC2C)cc(-c2ccccc2)n1-c1ccccc1Cl (configuration not stated)
    -9 | -5 | -17
CC(C)N(Cc1cccc(OS(C)(=O)=O)c1)S(=O)(=O)c1ccc2ccccc2c1
    -11 | -4 | -16
Cc1cc(C)c(CNC(=O)c2ccc3ccccc3n2)c(=O)[nH]1
    -4 | -5 | -1
CNC(=O)c1ccc(CN2CCCC(CCc3ccc(F)cc3F)C2)o1 (configuration not stated)
    2 | -12 | -8

# Gathered by group, those above with a CF3 group
# Values run as follows: NPYLR7 ag | mcGAS lum | hcGAS lum
O=c1c2cnc3nc(C(F)(F)F)nn3c2ccn1CCCN1CCOCC1
    -3 | x | 1
COCCOc1nc(-c2cccc(C(F)(F)F)c2)n(-c2ccc(NC(=O)c3ccccc3Br)cc2)n1
    5 | -4 | -1
